rCAG binder – binders of r(CAG) RNA repeats, primary screen, biochemical, fluorescence. 370,000 compounds, 1.3% hits. inhibition, % at 3 µM. r(CAG) RNA repeat, TO-PRO-1 dye displacement fluorescence. AID 651821, 2012;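 active means inhibition above the plate cutoff, the mean of all test compounds on that plate plus 3 SD, cut at about 35% in these data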;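 further: 0% = DMSO alone and 100% = 100 µM mitoxantrone as full dye displacement; higher means more dye released from RNA so lower well fluorescence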
GC-A act – GC-A stimulated cGMP production enhancers – HEK293 GC-A cells, cGMP TR-FRET, EC30 ANP, primary screen; Atrial natriuretic peptide receptor 1 (Homo sapiens), P16066; 0% at EC30 ANP, 100% saturating ANP; activation, % at 10 µM; AID 1671463, 2021; 370,000 compounds, 0.14% hits; in the data active means activation above about 40%
KLK7 zymogen act – proKLK7 zymogen activators, primary screen, biochemical, fluorescence intensity. AID 652039, 2013. 370,000 compounds, 0.9% hits. Kallikrein-7 (Homo sapiens), P49862. activation, % at 7 µM. purified proKLK7, EDANS-DABCYL substrate fluorescence; 100% is mature enzyme control, 0% vehicle;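 active means activation above the mean of all tested compounds plus 3 SD, computed per campaign excluding outliers beyond control limits, cut at about 13% in these data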
Target sequence (P49862 whole entry, looked up): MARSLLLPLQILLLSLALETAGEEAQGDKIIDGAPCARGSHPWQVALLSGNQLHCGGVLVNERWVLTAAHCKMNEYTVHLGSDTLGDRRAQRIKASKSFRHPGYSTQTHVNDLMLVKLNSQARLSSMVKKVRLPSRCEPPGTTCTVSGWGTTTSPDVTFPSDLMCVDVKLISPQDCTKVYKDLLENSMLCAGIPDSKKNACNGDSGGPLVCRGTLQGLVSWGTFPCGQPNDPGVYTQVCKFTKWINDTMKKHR
NPR2 activator – human GC-B receptor activators, primary screen, HEK293 GC-B cells, cGMP TR-FRET, EC30 CNP; 370,000 compounds, 0.11% hits; 0% at EC30 CNP, 100% saturating CNP; activation, % at 10 µM; Atrial natriuretic peptide receptor 2 (Homo sapiens), P20594;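 active means activation at 10 µM reaching about 35% in either raw or pattern-adjusted values, limit read from the data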
ASAP1 inh – inhibitors of human ASAP1 ArfGAP activity, primary screen, biochemical, fluorescence polarization. Arf-GAP with SH3 domain, ANK repeat and PH domain-containing protein 1 (Homo sapiens), …. ASAP1-stimulated ARF1 GTP hydrolysis, GDP FP detection. inhibition, % at 16.5 µM. 360,000 compounds, 0.19% hits. AID 624377, 2012; in the data active means inhibition above about 25%;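 further: 0% = vehicle with enzyme and substrate and 100% = no enzyme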
sPLA2-III inh – human group III sPLA2 inhibitors, primary screen, biochemical, QFRET, BODIPY PC-A2 liposome substrate; AID 743126, 2013; QFRET BODIPY PC-A2 liposome hydrolysis, fluorescence; Group 3 secretory phospholipase A2 (Homo sapiens), Q9NZ20; 370,000 compounds, 0.56% hits; inhibition, % at 12.2 µM;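 active means inhibition above mean plus 3 SD of compounds lying within the high and low control bounds, cut at about 19% in these data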;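 further: 0% = median of test compound wells and 100% = no enzyme DMSO wells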
ADAM10 inh – human ADAM10 inhibitors, primary screen, biochemical, QFRET, HTS; AID 720582, 2013; recombinant ADAM10, EDANS/DABCYL FRET peptide cleavage, 3 h; 370,000 compounds, 0.62% hits; inhibition, % at 7 µM; Disintegrin and metalloproteinase domain-containing protein 10 (Homo sapiens), O14672;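 active means inhibition above a per-campaign cutoff equal to the mean of compounds falling between control-based bounds plus 3 SD, cut at about 20% in these data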;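 further: 0% = DMSO wells while the 100% control is not disclosed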
Target sequence (O14672 214-748 limits assumed): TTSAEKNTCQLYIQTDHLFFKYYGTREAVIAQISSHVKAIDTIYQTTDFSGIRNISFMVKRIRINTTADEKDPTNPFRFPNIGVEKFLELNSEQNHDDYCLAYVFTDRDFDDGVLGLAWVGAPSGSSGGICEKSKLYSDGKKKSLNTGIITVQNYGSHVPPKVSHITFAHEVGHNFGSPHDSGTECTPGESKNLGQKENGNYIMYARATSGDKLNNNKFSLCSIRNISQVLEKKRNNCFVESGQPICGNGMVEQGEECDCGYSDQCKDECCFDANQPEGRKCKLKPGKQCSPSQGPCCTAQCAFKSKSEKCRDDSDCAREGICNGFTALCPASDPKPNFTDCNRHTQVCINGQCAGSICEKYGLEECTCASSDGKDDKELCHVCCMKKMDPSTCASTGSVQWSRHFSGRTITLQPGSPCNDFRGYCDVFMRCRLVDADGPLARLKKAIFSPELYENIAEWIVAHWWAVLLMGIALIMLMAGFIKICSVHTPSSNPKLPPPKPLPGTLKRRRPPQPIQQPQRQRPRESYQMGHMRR
FXN GAA850 act – FXN promoter activators, primary screen, cell-based, luciferase luminescence, HEK293 lucGAA850 | HEK293 lucGAA850 FXN promoter luciferase reporter, 24 h; percent of 10 µM SAHA response | activation, % at 6 µM | 360,000 compounds, 0.56% hits | AID 540364, 2011;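 active means activation above the average of all compounds screened plus 3 SD, cutoff fixed separately per campaign, cut at about 7.5% in these data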;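 further: 0% = DMSO wells and 100% = 10 µM SAHA wells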
Tn6 DDE FP – inhibitors of Tn6 peptide binding to fibrin DD(E), primary screen, biochemical, fluorescence polarization, human fibrin, Tn6 probe; Fibrinogen beta chain (Homo sapiens), P02675; Fibrin DD(E) TRITC-Tn6 fluorescence polarization displacement; inhibition, % at 8.3 µM; 370,000 compounds, 0.21% hits;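 active means inhibition above a per-campaign cutoff: mean of compounds within control limits plus 3 SD, cut at about 15% in these data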;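 further: 0% = median of all compound wells on the plate and 100% = blocking peptide control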
ARFGAP1 inhibitor – inhibitors of rat ARFGAP1 GAP activity, primary screen, biochemical, fluorescence polarization, GDP tracer. AID 651572, 2012. 360,000 compounds, 0.26% hits. inhibition, % at 16.5 µM. Arfgap1-stimulated ARF1 GTP hydrolysis, GDP FP detection;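 active means inhibition above a per-plate limit, mean inhibition of low control wells plus 3 SD, cut at about 25% in these data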;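 further: 0% = DMSO wells with enzyme and 100% = wells lacking Arfgap1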
Target sequence (Q62848 1-136 limits assumed): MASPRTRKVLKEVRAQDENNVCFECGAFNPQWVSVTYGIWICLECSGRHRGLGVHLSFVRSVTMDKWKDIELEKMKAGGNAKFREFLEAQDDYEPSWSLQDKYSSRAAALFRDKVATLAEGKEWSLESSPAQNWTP
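material = rat Arfgap1 catalytic domain, aa 1-136 | also added = human ARF1(Δ1-17)-GTP substrate | compound dosing = one concentration, 16.5 µM, DMSO 1.26% | times = GTP hydrolysis reaction 2 h at 25 °C | measured by = FP, GDP Alexa 633 tracer displaced from anti-GDP antibody, 620/688 nm | evaluation = percent inhibition of Arfgap1-stimulated GTP hydrolysis | replication = single well per compound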
Starred values were filed as active, the others as inactive. Not a hit list, and some 4.5% of all compounds hit somewhere here.

SMILES | rCAG binder | GC-A act | KLK7 zymogen act | NPR2 activator | ASAP1 inh | sPLA2-III inh | ADAM10 inh | FXN GAA850 act | Tn6 DDE FP | ARFGAP1 inhibitor
CC(C)C[C@H]1C(=O)N2CCC[C@H]2[C@]2(O)O[C@](NC(=O)C3C=C4c5cccc6[nH]c(Br)c(c56)C[C@H]4N(C)C3)(C(C)C)C(=O)N12 (stereo partly drawn) | 10 | 2 | 1.1 | 4 | -6 | -24 | -48 | -8.8 | -1 | 19
COC(=O)CN1C(=S)N(c2ccc(F)cc2)C(=O)C1CC(=O)Nc1ccc(F)cc1 (stereo not drawn) | -2 | -1 | 0.0 | 1 | -14 | -31 | 1 | -1.7 | 3 | 1
COc1ccc(Br)cc1CNC(=O)CCN1C(=O)COc2ccccc21 | -7 | -12 | -0.1 | -8 | 13 | 8 | -2 | -1.3 | -3 | -5
COc1ncc(-c2ccc3c(c2)S(=O)(=O)c2cccc(C(=O)O)c2C3=O)cn1 | 11 | 3 | 0.3 | 5 | 6 | -3 | -12 | 0.2 | -1 | -4
Cc1nn(Cc2n[nH]c(=S)n2Cc2ccccc2)c(C)c1Cl | 4 | 2 | -0.7 | 2 | 3 | 17 | -3 | 0.4 | 3 | 5
CN(CC(=O)Nc1ccc(C(N)=O)cc1)CC(=O)Nc1ccccc1Cl | 1 | 3 | -0.1 | -13 | -11 | -3 | 1 | 1.9 | 1 | 1
Cc1ccccc1NC(=S)NCCc1ccccc1 | -2 | 3 | 0.1 | -7 | 9 | 11 | 1 | 1.7 | -1 | 0
Cc1ccc(S(=O)(=O)N2CCN(C(=O)CN3CCOCC3)C2)cc1 | 5 | 3 | 0.4 | -2 | -4 | 0 | 2 | -0.5 | -1 | 5
O=C(Cc1ccc(Br)cc1)Nc1cccc(S(=O)(=O)N2CCCCC2)c1 | 4 | 1 | 0.8 | 3 | -16 | -32 | 23* | -0.9 | -14 | -12
COc1ccc2c(c1)C(SCC(=O)NCc1ccccc1)CC(C)(C)O2 (stereo not drawn) | -1 | -9 | 0.4 | -5 | -10 | -8 | -9 | -0.3 | -1 | -10
Cn1cccc1-c1nc2ccccc2[nH]1 | -2 | 2 | 0.8 | 7 | -2 | -6 | -11 | 1.8 | -2 | -1
O=C(O)CC(CNS(=O)(=O)c1cccc2nsnc12)c1ccccc1 (stereo not drawn) | 0 | -1 | -0.4 | 0 | 9 | -3 | 6 | 1.6 | 0 | 2

Entries of single compounds as entered above. Order of screens: rCAG binder, GC-A act, KLK7 zymogen act, NPR2 activator, ASAP1 inh, sPLA2-III inh, ADAM10 inh, FXN GAA850 act, Tn6 DDE FP, ARFGAP1 inhibitor
O=C(O)CC(CNS(=O)(=O)c1cccc2nsnc12)c1ccccc1 (stereo not drawn) is listed as 0, -1, -0.4, 0, 9, -3, 6, 1.6, 0, 2
CN(CC(=O)Nc1ccc(C(N)=O)cc1)CC(=O)Nc1ccccc1Cl is listed as 1, 3, -0.1, -13, -11, -3, 1, 1.9, 1, 1
Cc1ccc(S(=O)(=O)N2CCN(C(=O)CN3CCOCC3)C2)cc1 is listed as 5, 3, 0.4, -2, -4, 0, 2, -0.5, -1, 5

Other compounds follow.
SMILES | rCAG binder | GC-A act | KLK7 zymogen act | NPR2 activator | ASAP1 inh | sPLA2-III inh | ADAM10 inh | FXN GAA850 act | Tn6 DDE FP | ARFGAP1 inhibitor
Cc1ccc2c(c1)S/C(=C/c1ccc[n+](CCO)c1)N2C | -3 | -11 | 0.8 | 1 | 2 | 6 | 4 | 0.0 | 1 | 0
O=C(C[C@H]1C/C=C\CC[C@@H](Cc2ccc(F)cc2)C(=O)OC[C@H]2CCCN2C1=O)N[C@H](CO)Cc1ccccc1 | -2 | -1 | 0.2 | 1 | 3 | -16 | 4 | -1.3 | -5 | 2
COc1ccccc1C1=CC(=O)C[C@H](c2ccc(F)cc2)C1 | -3 | 5 | -0.8 | -1 | -11 | -2 | 3 | 3.2 | 1 | 3
CC(C)CN(CCCNC(=O)CN1C(=O)COc2ccc(S(=O)(=O)N3CCC(C)CC3)cc21)CC(C)C | -3 | 0 | -0.3 | -2 | -1 | 9 | -5 | -1.1 | 4 | 3
CCCCCc1c(C)nc(SCC(=O)O)[nH]c1=O | -1 | -1 | 0.0 | -3 | -11 | -1 | 2 | 1.4 | -5 | 6
Cc1ccc(S(=O)(=O)N2CCN(C(=O)COC(=O)CCOc3ccc(C(C)(C)C)cc3)CC2)cc1 | 0 | -4 | 0.4 | 2 | 3 | -1 | 3 | -3.0 | 1 | 10
COC(=O)c1c(C)[nH]c(C(=O)OCC(=O)N2c3ccccc3NC(=O)C2(C)C)c1C | 2 | 0 | -0.8 | 7 | 1 | -8 | -3 | -1.4 | -1 | 5
Cc1cccc(N=C2NC(=O)/C(=C/C=C/c3ccco3)S2)c1 | 52* | -7 | -0.3 | -3 | 3 | 7 | 18 | 4.7 | 0 | -6
CCCc1ccc(C(=O)Cn2nc(C(=O)O)c3ccccc3c2=O)cc1 | 3 | 2 | -0.3 | -4 | 7 | -8 | 0 | 0.3 | 1 | 1
Cc1ccc(CCNC(=O)C2CC(c3ccc(C(F)(F)F)cc3)=NO2)cc1 (stereo not drawn) | 0 | -2 | 0.3 | 5 | -1 | 13 | -6 | 0.5 | 0 | 1
O=C(CCC(=O)c1cccs1)Nc1nc2ccccc2s1 | 6 | 3 | -0.3 | -10 | -5 | -11 | -12 | 3.3 | -2 | 22
Cc1ccc(NC(=O)C2CCN(S(C)(=O)=O)CC2)c(C)c1 | -1 | -2 | -0.7 | 5 | 7 | -5 | 6 | -0.1 | -3 | 7
Cc1ccc2c(c1)N1C(=O)c3ccccc3C1C1=C(CC(C)(C)CC1=O)N2 (stereo not drawn) | -3 | -6 | -0.3 | -6 | -13 | -1 | 2 | 0.8 | 4 | 3
CNC(=S)Nc1cc(C(F)(F)F)ccc1Cl | 1 | 0 | -0.1 | 1 | -1 | 4 | 0 | 4.1 | 1 | 7
CCOC(=O)C1CCN(c2cc3c(cc2NC(=O)c2ccccc2Cl)n(C)c(=O)n3C)CC1 | -6 | 2 | 6.3 | 3 | -8 | -5 | -6 | -3.5 | 5 | -4
O=C(NCC(=O)N(c1ccc(F)cc1)C(C(=O)NC1CCCCC1)c1ccncc1)c1ccco1 (stereo not drawn) | -6 | -1 | 0.2 | 3 | 17 | -1 | 2 | 0.0 | 7 | -1
CCN(Cc1ccncc1)Cc1ccc(OC)c(OC)c1 | -6 | 2 | -0.2 | -2 | 0 | -17 | 0 | 0.7 | 1 | 4
Cc1ccc(C(=O)O)cc1N1C(=O)c2cccc3c([N+](=O)[O-])ccc(c23)C1=O | 19 | 4 | -0.5 | 7 | -10 | -2 | -4 | 0.0 | -1 | -26
Cc1ccsc1C(=O)OCc1nc2ccccc2c(=O)[nH]1 | 1 | 2 | -0.9 | 6 | 5 | 1 | -38 | 1.1 | -4 | 12
CC(=O)c1cccc(NCC(=O)Nc2cc(S(=O)(=O)N3CCCCC3)ccc2C)c1 | 8 | -2 | 0.2 | -3 | -12 | -14 | -1 | 0.5 | 1 | 7
O=[N+]([O-])c1ccc(-c2cnc3ccccc3n2)cc1 | -2 | 0 | -0.7 | -2 | -2 | 15 | 7 | 1.7 | 6 | -1
COc1ccc(-c2nnc(SC(C(=O)c3c[nH]c4ccccc34)c3ccccc3)n2N)cc1OC (stereo not drawn) | 14 | -5 | -0.6 | -4 | -2 | -49 | 22* | -0.6 | -3 | 14
CCc1nnc(NC(=O)CSc2nnc(-c3cc4ccccc4cc3O)n2CCOC)s1 | 4 | -1 | -0.5 | -1 | 7 | -23 | -12 | -0.4 | -7 | -5
O=C(COC(=O)c1cc([N+](=O)[O-])ccc1N1CCOCC1)c1ccc(Br)cc1 | 3 | 6 | 0.3 | -5 | 3 | -2 | 1 | 4.7 | 1 | 6
Cc1ccc(C)c(S(=O)(=O)N2CCN(C(=O)CNC(=O)c3sc4ccccc4c3Cl)CC2)c1 | 6 | 1 | -0.5 | 1 | -3 | -1 | -6 | -1.0 | 4 | -6
CC1(C(=O)NS(=O)(=O)c2ccccc2Cl)CCN1C(=O)C1(c2ccc(Cl)cc2)CCC1 (stereo not drawn) | 47* | 1 | 0.1 | 1 | -7 | -14 | -4 | 0.0 | 0 | 5
Cc1ccccc1CN1C(=O)[C@@H]2Cc3c([nH]c4ccccc34)C(C)(C)N2C1=O | 0 | 5 | 1.2 | -1 | -5 | -24 | 10 | -0.6 | -7 | 9
COc1ccc(S(=O)(=O)N2CCN(C(=O)NCc3ccc(C)cc3)CC2)cc1 | 0 | -4 | 0.2 | 0 | -4 | 1 | -7 | -1.3 | 5 | 5
Cn1c(N)c(N2CCN(c3ccccc3)CC2)c(=O)[nH]c1=O | -3 | 0 | -0.4 | -1 | -11 | 6 | -3 | 1.2 | -7 | 2
CCc1ccc(OCC(=O)NNC(=O)c2cc(S(=O)(=O)N3CCOCC3)ccc2N2CCCC2)cc1 | 2 | -1 | 0.1 | -4 | -5 | -1 | -10 | 0.4 | 0 | 6
Cc1csc(NC(=O)C(NC(=O)c2ccccc2F)C(C)C)n1 (stereo not drawn) | -2 | -1 | 0.4 | 1 | 12 | -3 | -3 | 3.4 | 5 | 10
Cc1ccc2c(c1C)NC(C)CC2C (stereo not drawn) | 0 | -3 | 0.1 | 0 | 3 | -1 | -9 | -0.5 | 2 | 5

A different layout for 3 compounds above:
Values run as follows: rCAG binder, GC-A act, KLK7 zymogen act, NPR2 activator, ASAP1 inh, sPLA2-III inh, ADAM10 inh, FXN GAA850 act, Tn6 DDE FP, ARFGAP1 inhibitor
> CC1(C(=O)NS(=O)(=O)c2ccccc2Cl)CCN1C(=O)C1(c2ccc(Cl)cc2)CCC1 (stereo not drawn)
  47*, 1, 0.1, 1, -7, -14, -4, 0.0, 0, 5
> Cc1ccccc1CN1C(=O)[C@@H]2Cc3c([nH]c4ccccc34)C(C)(C)N2C1=O
  0, 5, 1.2, -1, -5, -24, 10, -0.6, -7, 9
> COc1ccc(S(=O)(=O)N2CCN(C(=O)NCc3ccc(C)cc3)CC2)cc1
  0, -4, 0.2, 0, -4, 1, -7, -1.3, 5, 5
